# Bioassay records: PubChem, several laboratories
# E coli growth: bacterial growth inhibition, counter-screen for AddAB inhibitors; E. coli V3065 growth, OD600 absorbance, 18 h; inhibition, % at 11.9 µM; 330,000 compounds, 0.27% hits;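 active means inhibition above the campaign's mean inhibition across all tested compounds plus 3 SD, cut at about 9.9% in these data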;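 further: uninfected addAB+ strain grown without phage in ampicillin broth; 0% = DMSO wells and 100% = ciprofloxacin 0.95 µg/ml wells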
# Tat export inh: blocks Tat-dependent protein export in E. coli; inhibition, % at 10 µM; AID 488895; 340,000 compounds, 0.036% hits; E. coli MC4100 TorA-mCherry Tat export, fluorescence;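 active means mean replicate inhibition at least 50% and at least half of replicates individually reaching 50%; inconclusive means only one of the two criteria met; inactive means neither criterion met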;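 further: exported cargo escapes ClpAP degradation while cytoplasmic cargo is degraded and loses fluorescence; 0% = median of neutral control wells and 100% = median of NaSCN control wells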
# DAGLB inh: blocks human DAGLB lipase activity | Q8NCG7 | HEK293T DAGLB membrane lysate, EnzChek fluorogenic substrate | 340,000 compounds, 0.059% hits | inhibition, % at 5.17 µM | AID 504411; in the data active means inhibition above about 34%;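 further: 0% = enzyme with vehicle and 100% = wells lacking enzyme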
# Target sequence (Q8NCG7 whole entry, looked up): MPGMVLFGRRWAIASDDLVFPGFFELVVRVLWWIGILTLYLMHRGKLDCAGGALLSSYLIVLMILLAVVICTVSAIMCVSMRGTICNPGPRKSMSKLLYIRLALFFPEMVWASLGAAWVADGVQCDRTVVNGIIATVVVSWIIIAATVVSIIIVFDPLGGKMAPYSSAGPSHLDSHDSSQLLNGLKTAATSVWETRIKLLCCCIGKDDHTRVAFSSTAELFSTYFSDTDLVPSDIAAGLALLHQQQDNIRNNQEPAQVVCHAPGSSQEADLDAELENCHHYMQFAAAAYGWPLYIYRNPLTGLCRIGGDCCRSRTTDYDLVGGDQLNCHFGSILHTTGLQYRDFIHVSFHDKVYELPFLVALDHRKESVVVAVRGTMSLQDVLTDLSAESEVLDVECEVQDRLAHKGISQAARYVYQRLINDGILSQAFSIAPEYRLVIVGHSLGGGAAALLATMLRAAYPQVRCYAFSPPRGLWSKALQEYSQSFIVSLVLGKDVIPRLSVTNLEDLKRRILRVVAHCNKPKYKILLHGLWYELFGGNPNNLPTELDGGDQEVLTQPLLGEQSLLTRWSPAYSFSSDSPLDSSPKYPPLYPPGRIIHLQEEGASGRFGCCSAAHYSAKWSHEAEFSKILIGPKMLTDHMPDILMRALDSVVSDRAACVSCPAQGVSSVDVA
# PfHsp90 set2: inhibits growth of yeast expressing Plasmodium falciparum Hsp90; S. cerevisiae expressing PfHsp90, BacTiter-Glo ATP, 48 h; yeast lacking PDR1 and PDR3 efflux regulators; 310,000 compounds, 0.32% hits; inhibition, % at 9.4 µM;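 active means every replicate shows inhibition above about 80%, whatever the replicate mean, limit read from the data; inconclusive means mean inhibition reaches the set limit but some replicate falls short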;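 further: 0% = DMSO neutral controls and 100% = 20 µM radicicol positive controls; yeast relying on Plasmodium falciparum Hsp90 in place of its own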
# PvdQ acylase: P. aeruginosa PvdQ acylase inhibition; purified PvdQ acylase, fluorescence plate reader; inhibition, % at 10 µM; 340,000 compounds, 0.063% hits; AID 488965; in the data active means inhibition above about 30%, passing the limit was not always enough; inconclusive means no clear call, values can overlap the other calls;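 further: 0% = vehicle neutral wells and 100% = reference inhibitor wells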
# Rtt109 HAT inh: inhibitors of Candida albicans Rtt109/Vps75 histone acetyltransferase | Q5AAJ8 | purified Rtt109/Vps75, ThioGlo CoA-SH fluorescence, 4 h | inhibition, % at 34.9 µM | 330,000 compounds, 0.16% hits | AID 540336;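 active means inhibition of at least 50% in every replicate; inconclusive means best replicate reaches 50% inhibition but some replicates fall short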
# Target sequence (Q5AAJ8 whole entry, looked up): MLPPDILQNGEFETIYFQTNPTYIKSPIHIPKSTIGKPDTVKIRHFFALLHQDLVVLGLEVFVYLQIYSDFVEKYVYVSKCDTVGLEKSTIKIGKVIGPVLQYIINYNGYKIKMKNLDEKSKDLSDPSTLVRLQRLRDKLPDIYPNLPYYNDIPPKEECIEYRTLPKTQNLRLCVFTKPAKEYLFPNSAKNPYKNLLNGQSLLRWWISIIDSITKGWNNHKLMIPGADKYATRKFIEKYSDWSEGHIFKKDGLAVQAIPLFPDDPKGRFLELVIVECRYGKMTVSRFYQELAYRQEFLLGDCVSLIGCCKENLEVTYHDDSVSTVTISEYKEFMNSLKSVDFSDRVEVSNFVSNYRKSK
# phage Ecoli inh: E. coli growth loss with phage present | growth absorbance | inhibition, % at 11.9 µM | 360,000 compounds, 0.26% hits; in the data active means inhibition above about 11%
# AddAB inh: less growth of phage-infected E. coli with AddAB | E. coli expressing H. pylori AddAB, absorbance growth | 330,000 compounds, 0.29% hits | inhibition, % at 11.9 µM | AID 435030; in the data active means inhibition above about 12%;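 further: 0% = vehicle wells of infected cells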
# Wnt act: Wnt/beta-catenin pathway activation. Wnt/beta-catenin reporter cell assay, activator, plate reader. 300,000 compounds, 1.2% hits. activation, % at 9.35 µM; in the data active means activation above about 30%, passing the limit was not always enough; inconclusive means no clear call, values can overlap the other calls;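 further: 0% = neutral control wells and 100% = positive control wells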
# CAL PDZ FP: blocks peptide binding to human CAL PDZ domain | purified CAL PDZ, TMR-peptide fluorescence polarization, 1 h | 330,000 compounds, 0.02% hits | AID 504414 | Q9HD26 | inhibition, % at 20 µM;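 active means highest replicate inhibition of at least 40%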;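 further: plate controls were DMSO neutral control wells for no effect and unlabeled competitor peptide control wells for full effect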
#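 Test system: purified CerCALP PDZ construct; Compound dosing: one concentration, 20 µM compound; Also added: TMR-labelled reporter peptide T*-PRC34 bound in PDZ groove; Read-out: inhibition from polarization loss; Controls: unlabelled peptide and DMSO controls; Signal: FP readout, S and P plane fluorescence; Incubation: 1 h at RT.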
# Active calls of the source: *; ? = inconclusive; . = no result given.
SMILES,E coli growth,Tat export inh,DAGLB inh,PfHsp90 set2,PvdQ acylase,Rtt109 HAT inh,phage Ecoli inh,AddAB inh,Wnt act,CAL PDZ FP
Cc1ccccc1CNC(=O)C(=O)NCC1OCCCN1S(=O)(=O)c1ccc(F)cc1C (stereo not drawn),-0.1,3,0,-27,-17,1,1.6,0.2,1,0.2
O=C(CSc1nnc(-c2ccc(F)cc2)o1)N1CCCCC1,-0.1,-1,-2,19,-15,1,1.1,1.9,10,-3.2
Cc1ccc2cc(C)c(Sc3nnnn3-c3ccccc3)nc2c1,-0.5,-7,1,20,-1,3,2.1,3.7,-4,-1.0
Cc1ccc(S(=O)(=O)N2CCCCC2CCNC(=O)C(=O)NCc2cccnc2)cc1 (stereo not drawn),-1.1,6,3,-19,-10,-4,1.5,1.2,-3,-1.2
O=C(Cc1ccc(Cl)cc1)Nc1ccc(SC(F)F)cc1,1.6,6,-8,-1,-14,10,9.2,6.3,.,0.0
O=C(O)c1ccc(/C=C/C(=O)c2ccc3c(c2)OCCCO3)cc1,0.8,6,1,-2,-18,-5,1.5,6.2,23,-2.0
S=C1CCC(c2ccc(Br)cc2)=NN1c1ccccc1,-1.6,6,-5,10,-2,3,1.5,1.4,0,-0.1
Cc1ccc2nc(Nc3ccccc3)cc(C)c2c1,-0.3,-1,-2,-1,-7,-3,0.4,1.4,-1,0.4
CC1(C)NC(=O)N(CC(O)CN2C(=O)NC(C)(C)C2=O)C1=O,0.1,-7,-2,-22,-15,2,3.7,-1.0,.,-0.1
Cc1ccc(Cn2nnc3c(=O)n(CC(=O)OCc4ccccc4)cnc32)cc1,1.4,-1,-3,-17,-7,8,1.8,-2.0,-2,-2.2
Clc1ccc(SCc2cc(-c3ccc(Cl)cc3)on2)cc1,0.5,4,-23,-14,2,-1,2.9,2.8,-1,0.1
O=C(Cc1ccc(Cl)cc1Cl)Nc1ccncc1Cl,-1.6,0,-4,-7,4,-9,3.7,5.4,-4,-2.0
Cc1nc2ccc(F)cc2cc1C(=O)Nc1ccc(Cl)c(Cl)c1,0.0,-4,-1,13,8,-3,2.9,-1.3,-1,-1.3
CCOc1ccc(C(O)(c2ccccc2)C(CN2CCCC2)c2ccccc2)cc1 (stereo not drawn),-2.5,4,-2,-26,2,-9,1.1,-0.5,-1,-0.9
CN(C)CCn1c2c(c(SCC(=O)Nc3ccc4c(c3)OCCO4)nc1=O)CCCC2,-2.0,-3,3,-3,-11,-2,2.9,-1.0,0,-0.8
N#CC1(NC(=O)CSc2nc3ccc([N+](=O)[O-])cc3s2)CCCCC1,-1.1,2,4,-16,2,5,1.3,0.8,-6,-2.3
Cc1cc(C)c(C)c(S(=O)(=O)N2CCC(C(=O)NCc3ccco3)CC2)c1C,-1.4,0,-4,.,-9,-1,1.2,3.7,7,-1.4
COc1cccc(/C=N/NC(=O)c2cnccn2)c1,0.1,-1,-2,12,1,0,0.7,1.4,.,-2.4
COc1cnc(-c2ccccn2)nc1N(C)c1ccccc1,0.2,-10,2,11,-11,-3,-1.6,-3.5,2,-0.8
O=C(NCCc1ccc(C(F)(F)F)cc1)c1ccc(Cl)nc1,-0.7,-2,-1,-8,-17,-3,2.5,-1.6,-2,-1.0
COc1cc(NC2=Nc3cccc4cccc2c34)cc(OC)c1OC,-1.1,-8,8,.,-6,8,3.4,0.0,-1,1.7
CCn1cc(Br)c(C(=O)Nc2ccc(F)cc2F)n1,-1.7,-6,-3,-16,-22,3,-1.2,0.1,0,-0.3
CCNS(=O)(=O)c1c(C)cc(C)c(N(C)S(=O)(=O)c2ccccc2)c1C,-0.9,4,1,19,-3,8,3.9,2.3,-5,-2.0
Cc1cc(C(=O)CCC(=O)N(C)CC(=O)Nc2ccc(OC(F)(F)F)cc2)c(C)s1,.,-2,-2,-21,-2,-18,2.9,.,-2,0.2
C/C(=N\NC(=O)c1ccc(N(C)C)cc1)c1ccc(C)c(C)c1,2.2,-6,-2,.,1,-6,0.6,1.9,0,0.8
c1ccc(Nc2nc(N3CCCC3)nc(N3CCOCC3)n2)cc1,2.0,-4,-6,-5,9,6,1.3,2.8,0,0.5
Cc1cc(C)n(C(C)CC(=O)Nc2ccc(-c3ccno3)cc2)n1 (stereo not drawn),-1.0,-6,2,4,10,13,-1.4,5.0,-1,-2.7
CC(NC(=O)c1ccccc1Br)c1nnc(SCC(=O)NC2=NCCS2)n1C (stereo not drawn),-1.9,12,-1,8,6,2,1.3,3.7,-1,-0.3
N#C/C(=C\c1cccc(Oc2ccc(C(F)(F)F)cc2[N+](=O)[O-])c1)c1nc2ccccc2[nH]1,0.3,-6,-1,-6,7,-3,0.5,2.5,.,-0.3
CC(=O)c1cccc(NC(=O)CSc2nc(=O)n(CCCN3CCOCC3)c3c2CCC3)c1,1.3,0,-2,-12,6,-4,2.2,-0.8,-1,-0.4
COc1cc(/C=C/C(=O)OCC(=O)Nc2ccc3c(c2)OCCO3)ccc1O,-0.3,1,-1,7,-6,1,2.8,0.4,-1,-0.1
COc1cc(C#N)ccc1OCC(=O)Nc1cccc(S(=O)(=O)N2CCCC2)c1,-0.4,2,-2,-7,-1,13,1.6,2.2,-3,-3.6
CCCN1C(=O)CC(c2ccco2)Sc2ccccc21 (stereo not drawn),-2.0,0,-2,20,-17,12,1.3,-0.7,2,-0.4
CC(NS(=O)(=O)c1ccc(Cl)cc1)C(=O)NCCC1=CCCCC1 (stereo not drawn),-1.3,5,2,-14,-5,1,1.1,1.5,0,-0.7
Cc1ccc2nc(-c3ccc(NC(=O)COC(=O)c4cncc(Br)c4)cc3)sc2c1,.,-2,1,-1,2,-2,3.2,.,?,-1.1
O=C(NC(=O)c1ccccc1F)OCc1ccc(Cl)cc1Cl,-1.3,-3,-6,6,-15,6,3.5,4.5,5,-0.5
O=C(Nc1ccccc1N1CCN(C(=O)c2ccccc2)CC1)c1ccccc1Cl,1.6,3,-1,19,-12,9,-0.9,1.2,6,-1.5
Cc1occc(=O)c1OCc1c(Cl)cccc1Cl,0.4,2,-3,16,10,9,2.4,-0.7,2,0.1
CCCN1CC(=O)N2C(c3ccccc3)c3[nH]c4ccccc4c3C[C@H]2C1=O (stereo partly drawn),.,-1,-3,1,7,13,2.0,.,4,-1.2
COc1ccc(CCNC(=O)C2CCCN(C(=O)c3ccc(Cl)cc3)C2)cc1 (stereo not drawn),2.3,-2,0,20,8,-9,1.5,2.7,-4,-2.2
COc1cccc(CN2C(=O)CN(C3CCCCC3)C(=O)C2c2ccc(F)cc2)c1 (stereo not drawn),-3.9,0,-1,14,3,-2,4.4,0.2,.,0.2
Cc1c(O)c(=O)ccn1C,-1.8,-2,4,0,-3,1,.,-2.7,.,-0.7
O=C(Nc1ccccc1N1CCCCC1)c1cccs1,-2.7,-2,-10,.,-9,1,2.0,-0.2,.,-0.9
CC12CC3CC(C)(C1)CC(C(=O)NNC(=O)c1ccncc1)(C3)C2,2.7,-6,0,-3,-10,8,2.8,4.6,-3,0.0
CCN(Cc1ccccc1)CC(O)COC(c1ccc(OC)cc1)c1ccc(OC)cc1 (stereo not drawn),-0.8,2,0,-5,-14,9,-0.1,0.8,-3,-2.1
O=S(=O)(Nc1ccccc1Cl)c1ccc(F)cc1,-1.0,-5,2,.,-11,-5,3.1,1.8,.,.
CN(C)c1nc(Nc2ccccc2)nc(N(C)C)n1,1.6,0,-2,.,-3,1,4.2,-0.1,.,-0.3
Cc1nc(NCCO)c(C#N)c2c1COC(C)(C)C2,-0.3,4,0,-24,5,7,1.3,2.7,.,0.0
O=C(CSc1nnnn1C1CCCC1)c1ccc2c(c1)OCCO2,-1.1,17,-5,3,-8,4,2.2,2.7,?,-3.1
O=C(NCCc1ccc(Cl)cc1)c1ccc(CNc2c(N3CCOCC3)c(=O)c2=O)cc1,-0.1,3,1,-2,-11,3,0.1,-1.3,-2,-3.3
Cc1ccc(C(=O)N/C(=C/c2ccco2)C(=O)NCC2CCCO2)cc1 (stereo not drawn),-0.3,-2,-2,11,-5,-4,1.8,0.5,.,0.0
CCCN(C(=O)/C=C/c1ccco1)c1c(N)n(Cc2ccccc2)c(=O)[nH]c1=O,-1.5,6,2,0,-7,-9,4.7,-0.5,1,-1.5
CCOC(=O)c1ccc(N2C(=O)C3CC=C(C)CC3C2=O)cc1 (stereo not drawn),3.4,-2,0,15,1,8,3.2,4.1,.,-0.1
O=C1CCCc2ccccc2N1Cc1c(Cl)cccc1Cl,1.1,-2,-2,-5,-7,10,3.2,0.6,.,-1.4
Cc1ccc(NCCC(=O)c2ccc(Cl)cc2)cc1,0.8,-8,-10,-4,-12,-26,2.2,-0.5,-3,.
COCCn1c(-c2ccccc2)nc2oc3cc(OC)ccc3c(=O)c2c1=O,1.2,-9,1,.,5,3,1.0,3.0,.,0.1
O=c1[nH]c(SCc2ccccc2)nnc1-c1ccccc1,-3.3,0,3,-6,2,-6,1.3,1.6,.,-0.5
Cc1c(C)c2ccc(OCC(=O)NCCCn3ccnc3)c(C)c2oc1=O,-1.2,7,0,-18,-3,0,-0.6,6.8,1,-2.5
COc1ccc(/C=N\NC(=O)c2ccc(F)cc2)cc1COc1cc(F)ccc1[N+](=O)[O-],.,-5,-1,-15,1,1,1.4,.,1,-1.9
COc1ccc(NC2=C(C(C)=O)C(c3ccc4c(c3)OCO4)C(C(C)=O)C(C)(O)C2)cc1 (stereo not drawn),0.2,-3,1,11,1,3,2.5,-0.9,-1,-0.9

# Look-ups from the list:
# Entry for `CCCN(C(=O)/C=C/c1ccco1)c1c(N)n(Cc2ccccc2)c(=O)[nH]c1=O` under CAL PDZ FP: -1.5
# Entry for `Cc1c(C)c2ccc(OCC(=O)NCCCn3ccnc3)c(C)c2oc1=O` under PfHsp90 set2: -18

# (list continues)
SMILES,E coli growth,Tat export inh,DAGLB inh,PfHsp90 set2,PvdQ acylase,Rtt109 HAT inh,phage Ecoli inh,AddAB inh,Wnt act,CAL PDZ FP
COc1ccc(Cc2c(O)nc(SCC(=O)c3ccc(OC)cc3)[nH]c2=O)cc1,0.4,-4,2,-7,-15,-2,3.6,1.2,-2,0.1
CCc1ccc(N2CC(C(=O)OCC(=O)Nc3ccccc3C)CC2=O)cc1 (stereo not drawn),-1.2,0,-2,5,1,-4,2.2,-1.6,-2,0.8
CC(C)OCCCN1CN(S(=O)(=O)c2cccs2)c2nc3ccccc3nc21,-2.9,.,.,.,.,.,-0.2,0.6,21,.
COc1ccc(CNC(=O)c2c[nH]c3c(OC)cc(OC)cc3c2=O)cc1,-1.5,-8,0,23,-13,-1,1.8,0.2,0,-1.1
O=C(N1CCN(Cc2ccccc2)CC1)C(Cl)(Cl)Cl,-1.5,1,-2,-1,-13,0,4.8,5.6,-1,-0.3
Cn1c(SCc2ccc(F)cc2)nnc1-c1ccncc1,.,0,0,-36,-20,0,1.8,.,1,-0.7
CCn1c(Oc2cccc(Br)c2)nc2c1c(=O)n(C)c(=O)n2C,0.3,1,0,26,-5,0,3.2,2.8,2,-1.2
O=C(NCCC1CCCC1)c1cccs1,-0.3,-8,0,2,-8,-9,1.5,1.8,3,-0.9
